# Bioassay records (PubChem BioAssay)
# Measles CPE = protection of cells from measles virus. Measles virus-infected cells, CPE protection, absorbance. protection (pct of control), % at 4 µM. hit rate 1.5% among 140,000; in the data active = protection mostly above about 24%, no sharp cut-off; inactive = mostly below about 26%; note: some compounds called inactive have numbers as strong as hits
# PTEN del growth = growth suppressors of cells with PTEN tumor suppressor deletion | HCT116 PTEN-null viability, CellTiter-Glo, 60 h; active compounds read low | viability, % at 10 µM | hit rate 1.2% among 140,000 | AID 827;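 active = viability at or below a set limit, 4 SD under the median of all tested compounds, cut at about 3.7% in these data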;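 note: PTEN knockout HCT116 line with beta catenin targeted HCT116 as companion control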
# MRP-1 activ = MRP-1 activation | H69AR cells + doxorubicin, viability rescue, CellTiter-Glo | viability increase, % at 10 µM | hit rate 0.61% among 140,000 | AID 799;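 active = viability gain under doxorubicin at or above a set limit, the compound median plus 3 SD, cut at about 4.7% in these data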;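 note: MRP-1 overexpressing cells given doxorubicin 25 µM after compound pretreatment; 18-22 h compound pretreatment then 72 h with doxorubicin before readout; 0% = doxorubicin-only wells and 100% = vehicle-treated cells without doxorubicin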
# E-sel TNF inh = blocks E-selectin expression induced by TNF alpha; HUVEC TNFa-induced E-selectin immunofluorescence, high content; inhibition, % at 2 µM; hit rate 0.71% among 120,000; AID 1246;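 active = inhibition above the batch mean plus 3 SD, and confirmed as a hit on visual image review, cut at about 43% in these data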;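 note: 0% = TNF-stimulated DMSO wells and 100% = unstimulated control wells; not every result past the cut was called active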
# Yeast growth inh = yeast BB579 growth reduction in restrictive medium. S. cerevisiae BB579 growth, OD615, 48 h. AID 804. hit rate 0.51% among 140,000. inhibition, % at 10 µM;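 active = inhibition above a set limit, 3 SD over the mean compound inhibition, cut at about 44% in these data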; note: inactives centre near -24
#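 Assay system – yeast BB579 (DeaD) · Dosing – single compound dose of 10 µM, 0.25% DMSO final · Detection – OD615 turbidity measurement · Buffer or medium – CSMM-D restrictive synthetic medium containing dextrose (glucose) · Benchmarks – positive control amphotericin B 10 µg/mL · Incubation – 48 h exposure, 30 °C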
# Yeast lifespan up = yeast lifespan extension. S. cerevisiae growth with nicotinamide, OD615; deaD strain in restrictive glucose medium. inhibition of the nicotinamide effect, % at 10 µM. hit rate 0.68% among 130,000;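 active = inhibition above a set limit, placed 3 SD over the median of all compounds, cut at about 26% in these data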;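 note: 0% = nicotinamide-treated wells and 100% = cells grown without nicotinamide; some compounds called inactive have numbers as strong as hits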
#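 System: Modified budding yeast, DeaD strain | Buffer or medium: Restrictive glucose medium | Also added: 1.5 mM nicotinamide | Doses: 10 µM single point, 0.25% DMSO | Schedule: 48 h compound exposure at 30 °C, humidified | Detection: Absorbance at 615 nm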
# HCT116 bCat-KO = beta-catenin-lacking colon tumor cell growth suppression | HCT116 beta-catenin knockout viability, CellTiter-Glo, 60 h; active compounds read low | viability, % at 10 µM | hit rate 1.5% among 140,000 | AID 818;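 active = viability at or under a set limit, the compound median less 4 SD, cut at about 6% in these data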;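 note: 0% = Hyamine 1622 control at 20 µM and 100% = untreated cell control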
# NPY-Y2 antag = NPY-Y2 (human) receptor antagonism. P49146. NPY-Y2 expressing cells, antagonist mode. inhibition, % at 2.7 µM. hit rate 0.99% among 140,000. AID 793; in the data active = inhibition above about 17%;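 note: 0% = vehicle with agonist challenge and 100% = reference antagonist with challenge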
# Target sequence (P49146 whole entry, looked up): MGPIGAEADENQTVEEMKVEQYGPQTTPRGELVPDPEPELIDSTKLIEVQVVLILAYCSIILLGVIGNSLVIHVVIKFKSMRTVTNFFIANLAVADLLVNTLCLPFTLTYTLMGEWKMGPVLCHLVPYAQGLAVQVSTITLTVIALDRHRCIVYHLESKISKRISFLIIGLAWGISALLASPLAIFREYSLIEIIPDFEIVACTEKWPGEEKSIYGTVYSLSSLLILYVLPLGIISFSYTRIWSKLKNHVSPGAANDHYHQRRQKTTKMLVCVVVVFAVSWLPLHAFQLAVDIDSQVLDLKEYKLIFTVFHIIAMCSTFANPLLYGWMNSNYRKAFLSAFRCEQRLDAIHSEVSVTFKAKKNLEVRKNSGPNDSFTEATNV
# GALR2 antag = antagonists of human galanin receptor 2 (GALR2); O43603; GALR2-expressing cells, antagonist mode; inhibition, % at 4 µM; hit rate 0.39% among 140,000; AID 828; in the data active = inhibition above about 27%;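 note: cells stimulated with galanin 1-16 at roughly its EC80; 0% = agonist challenge control and 100% = basal control without agonist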
# Target sequence (O43603 whole entry, looked up): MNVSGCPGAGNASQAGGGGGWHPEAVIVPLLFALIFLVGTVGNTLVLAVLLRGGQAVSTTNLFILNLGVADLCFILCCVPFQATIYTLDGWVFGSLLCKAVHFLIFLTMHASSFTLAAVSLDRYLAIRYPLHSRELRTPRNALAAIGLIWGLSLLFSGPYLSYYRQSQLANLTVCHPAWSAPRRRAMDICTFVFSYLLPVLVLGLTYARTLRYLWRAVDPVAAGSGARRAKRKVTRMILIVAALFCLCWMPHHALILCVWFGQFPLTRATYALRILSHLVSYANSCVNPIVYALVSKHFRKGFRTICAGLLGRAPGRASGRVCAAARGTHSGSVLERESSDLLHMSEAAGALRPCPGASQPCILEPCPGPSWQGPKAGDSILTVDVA
# Phagocytosis inh = macrophage phagocytosis inhibition. J774A.1 macrophage IgG-bead phagocytosis, imaging. inhibition, % at 5 µM. hit rate 0.07% among 110,000;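 active = inhibition above the mean of the plate negative controls plus 5 SD, cut at about 13% in these data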;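 note: phagocytic index as fraction of beads internalized from green versus red external bead signal; plate controls were DMSO negative control for no effect and cytochalasin-D positive control for full effect; some results beyond the cut were filed as inactive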
# * hit, by the source's call; . = no result given. Compounds were not picked by outcome; overall some 6.1% were active at least once.
SMILES,Measles CPE,PTEN del growth,MRP-1 activ,E-sel TNF inh,Yeast growth inh,Yeast lifespan up,HCT116 bCat-KO,NPY-Y2 antag,GALR2 antag,Phagocytosis inh
CC1(C)CC2(C)Nc3ccccc3N2C(=S)N1 (configuration not stated),3.7,95.6,-2.0,3.1,-66.8,3.5,94.0,2.0,-0.9,-2.0
C=CCn1c(CNc2ccccc2)nnc1SCC(=O)N/N=C/c1ccc(O)cc1O,5.9,71.7,0.1,-44.5,-4.4,-23.4,66.5,2.7,-4.7,.
O=C(NCc1ccc2c(c1)OCO2)C1CC(=O)N(CCc2ccccc2)C1 (configuration not stated),23.4,96.8,0.3,15.5,9.4,-3.3,107.5,5.6,-7.9,-0.1
CC(C)CCn1cnc2c(sc3nc4c(cc32)CSC(C)(C)C4)c1=O,18.2,70.3,-0.9,37.2,-25.1,-0.7,75.8,-0.1,0.8,-7.0
Cc1cccc(Cc2c(C)nc3nc(SCC(=O)NCc4ccco4)nn3c2C)c1,3.8,84.9,-1.6,8.2,-38.3,-6.2,87.5,8.8,-3.4,.
CCOC(=O)N1CCC(NC(=O)c2cnn3ccccc23)CC1,12.3,108.4,-2.5,.,-28.0,-1.1,95.1,0.1,0.0,-0.2
CCCOc1cccc(C(=O)N(Cc2cccs2)C2CCS(=O)(=O)C2)c1 (configuration not stated),34.8,98.0,-2.8,.,-7.7,-3.5,94.4,1.8,-12.5,-0.9
O=C1c2cccnc2Nc2ccccc2N1CCCF,12.5,94.9,-1.0,-6.8,-23.9,-11.2,93.2,0.1,3.2,.
CCOC(=O)C1CCCN(C(=O)c2cn(C)c(=O)c3cc(OC)c(OC)cc23)C1 (configuration not stated),5.2,97.5,-3.5,20.4,-35.1,.,99.3,1.4,-6.4,.
Nn1c(CSc2ccccn2)nc2ccccc2c1=O,16.1,83.3,-0.6,.,-7.2,-15.8,81.4,4.0,-10.4,-1.0
Cc1cccc(-c2nc3ccccc3c(=O)n2NC(=O)/C=C/c2ccc([N+](=O)[O-])cc2)c1,6.7,83.5,-1.0,15.0,-23.9,1.8,89.4,104.5*,7.6,0.3
FC(F)Sc1ccc(N=C2NN=C(c3ccc4c(c3)OCCO4)CS2)cc1,9.2,12.0,-6.9,-42.5,-53.5,-14.6,15.2,-1.2,-1.8,0.6
O=S1(=O)CCC(NC(=S)N2CCCCC2)C1 (configuration not stated),2.8,97.1,-1.3,8.7,1.1,6.1,93.5,2.6,7.3,0.6
COc1ccc(-n2c(Cc3cc(=O)[nH]c(=O)[nH]3)nnc2SCC(=O)N2CCC(C)CC2)cc1,1.2,95.6,-0.7,20.2,-25.0,-8.5,92.3,0.9,-17.9,.
COc1ccc(-n2nc3cc(C)c(NC(=O)c4cccnc4)cc3n2)cc1,16.1,91.8,-2.5,14.3,-3.0,-19.3,97.1,0.7,-2.9,-1.1
CC(=O)c1ccc(NC(=O)C2CCCN2S(=O)(=O)c2ccc(F)cc2)cc1 (configuration not stated),23.2,102.4,-1.4,-2.6,-13.6,-4.3,92.9,-0.7,-1.2,-0.3
CCCC(=O)Nc1ccc2c(c1)nc(CN1CCN(C(C)=O)CC1)n2C,8.7,108.8,-1.9,.,-43.0,-20.0,102.7,5.9,-1.6,.
C/C(=N\NC(=O)c1ccn(C)n1)c1ccc(NC(=O)C2CCCC2)cc1,25.6,96.2,-3.1,.,4.2,-6.0,88.4,8.9,-2.3,-7.3
COc1ccc(N2C(=O)c3ccc(NC(C)=O)cc3C2=O)cc1,.,106.0,-1.1,-21.9,-72.3,-3.6,100.4,-0.7,15.2,.
CSCCC(N=CC1=C(O)CC(C)(C)CC1=O)C(=O)O (configuration not stated),5.3,103.3,-0.2,-3.8,-65.1,-9.2,101.9,-0.4,-7.0,0.5
COc1ccc(CN2CCc3ccccc3C2)c(OC)c1OC,3.6,81.0,-0.6,-9.2,-39.1,-4.6,66.3,7.5,1.2,-0.7
COc1cc(/C=C(/NC(=O)c2ccccc2)C(=O)Nc2cccc(O)c2)c([N+](=O)[O-])cc1OC,1.4,108.8,-1.4,-56.9,-35.6,-13.5,91.4,0.0,7.3,-0.9
CC(=O)c1c(N2CCOCC2)nc(=O)n(-c2ccccc2)c1C,4.4,102.7,-0.2,16.0,-30.1,3.3,105.1,-0.5,-4.2,-0.9
C/C(CCN1CCc2nc(-c3ccccc3)c(-c3ccccc3)cc2C1)=N\O[C@@H](C)c1cc(-c2c(C)cc(C)cc2C)no1,4.6,57.0,-1.0,-34.6,-51.2,3.7,48.6,2.3,8.2,.
CSC(=O)NC12CC3CC(CC(C)(C3)C1)C2,7.1,97.9,0.1,.,-34.0,9.5,97.1,1.7,8.9,-0.7

# Ordered by length of the SMILES (highest first): four of the compounds above.
SMILES,Measles CPE,PTEN del growth,MRP-1 activ,E-sel TNF inh,Yeast growth inh,Yeast lifespan up,HCT116 bCat-KO,NPY-Y2 antag,GALR2 antag,Phagocytosis inh
C/C(CCN1CCc2nc(-c3ccccc3)c(-c3ccccc3)cc2C1)=N\O[C@@H](C)c1cc(-c2c(C)cc(C)cc2C)no1,4.6,57.0,-1.0,-34.6,-51.2,3.7,48.6,2.3,8.2,.
C/C(=N\NC(=O)c1ccn(C)n1)c1ccc(NC(=O)C2CCCC2)cc1,25.6,96.2,-3.1,.,4.2,-6.0,88.4,8.9,-2.3,-7.3
CSC(=O)NC12CC3CC(CC(C)(C3)C1)C2,7.1,97.9,0.1,.,-34.0,9.5,97.1,1.7,8.9,-0.7
O=C1c2cccnc2Nc2ccccc2N1CCCF,12.5,94.9,-1.0,-6.8,-23.9,-11.2,93.2,0.1,3.2,.

# The listing continues:
SMILES,Measles CPE,PTEN del growth,MRP-1 activ,E-sel TNF inh,Yeast growth inh,Yeast lifespan up,HCT116 bCat-KO,NPY-Y2 antag,GALR2 antag,Phagocytosis inh
c1ccc2c(c1)CCN(c1nc3ccccc3n3cnnc13)C2,9.9,71.5,-5.0,-12.8,-4.6,-10.4,61.2,2.8,12.9,-0.6
Cc1noc(NS(=O)(=O)c2ccc(NC(=O)CSc3nnc4c(n3)[nH]c3ccccc34)cc2)c1C,8.1,94.5,1.2,.,-30.0,1.1,101.6,0.3,2.9,-5.1
O=CNc1ccc(S(=O)(=O)NCc2ccccc2)cc1,5.6,54.5,1.8,10.4,-27.5,-8.0,67.4,2.0,-1.2,-0.7
COc1ccc2nc(SCC(=O)Nc3c(C)cc(C)cc3C)[nH]c2c1,9.7,77.7,-0.9,-24.9,-35.6,-4.4,81.7,2.7,0.7,.
CCOc1ccc(S(=O)(=O)Nc2cccnc2)cc1,10.8,92.9,-0.8,.,-35.0,0.7,91.0,1.3,10.4,-0.4
CC(C)n1c(O)c(N=Nc2ccccn2)c2ccccc21,14.5,81.3,-5.2,-23.0,-16.1,-4.0,84.3,7.7,7.1,-2.1
CC(C)C(C)(C#N)NC(=O)CSc1nc2scc(-c3ccc(F)cc3)c2c(=O)n1Cc1ccccc1 (configuration not stated),8.5,79.0,0.7,-11.5,-9.9,-4.4,79.4,2.9,4.9,-7.4
O=C(O)c1cc(-c2ccncc2)nc2ccc(F)cc12,9.7,103.3,-2.3,.,-23.8,-5.4,91.2,0.5,-7.8,0.0
CCCCNC(=S)NNC(=O)c1csc(C(C)C)c1,6.1,92.8,-2.7,-2.2,-13.7,.,84.7,1.0,-8.9,.
Cc1cccc(NC(=O)CSc2nc3ccccc3c3nc(CCc4c(C)n[nH]c4C)nn23)c1,3.3,15.0,-2.5,0.5,-40.6,-14.2,7.9,1.1,2.0,-2.0
CCOC(=O)Cn1c(C)nc2c(C(=O)OCC)sc(C)c2c1=O,4.5,101.1,-3.0,-0.5,-38.9,-1.5,102.7,-0.4,-14.5,-2.5
COc1cccc(OC)c1C(=O)N1CCN(Cc2ccc3c(c2)OCO3)CC1,8.3,94.5,-1.3,4.7,-18.1,-6.6,89.3,3.1,5.1,2.3
CN1C(=S)SC(/[N+]([O-])=C\c2ccc(Cl)cc2)C1(C)C (configuration not stated),5.0,100.1,0.6,11.1,-40.7,-13.9,95.7,3.5,1.8,.
CCCCn1c(=S)[nH]c2c(oc3ccc(Cl)cc32)c1=O,15.6,84.5,-2.8,-9.6,-12.7,.,86.1,2.7,1.7,.
CC(=O)N1c2c(ccc3ccccc23)C(C)CC12CCCCC2 (configuration not stated),12.8,93.7,-3.3,13.5,-2.0,12.9,87.2,8.8,9.8,0.0
O=C(NCc1ccccc1)Nc1cccn(Cc2ccccc2)c1=O,4.8,93.6,-1.6,.,-18.2,-2.1,84.7,0.2,-4.0,-7.8
O=C(COC(=O)c1cccs1)NCc1ccc2c(c1)OCO2,96.9*,111.0,-1.0,-0.6,-77.6,-12.6,99.8,4.9,-0.2,0.9
COc1ccc(-c2nc(CCNS(=O)(=O)c3ccc4c(c3)OCCO4)cs2)cc1,3.0,59.2,-3.4,-2.6,18.4,-10.5,46.8,4.8,-7.4,0.7
O=C(NCc1ccco1)c1ccc(Cn2c(=O)c3ccccc3n(Cc3cccc(Cl)c3)c2=O)cc1,7.8,63.2,-1.4,-14.8,-60.0,-1.8,60.6,2.7,-10.0,.
CC(=O)Nc1ccc(S(=O)(=O)Oc2ccc(N3C(=O)C4CCCCC4C3=O)cc2)cc1 (configuration not stated),3.3,69.0,-2.0,1.3,-36.5,-13.4,74.3,4.6,17.8,-2.2
Cc1cccc(CC2SC(N3CCN(c4ccccc4)CC3)=NC2=O)c1 (configuration not stated),14.5,91.7,-1.0,.,-42.7,6.5,84.1,9.6,2.2,-9.0
Cc1sc(NC(=O)c2ccccc2)c(C(=O)N2CCN(C)CC2)c1C,11.1,100.8,-0.2,-2.9,-65.1,-9.1,102.5,1.1,-9.0,.
CCOC(=O)CC1C(=O)NCCN1S(=O)(=O)c1ccc(Cl)cc1 (configuration not stated),12.8,88.3,-1.8,-7.7,18.2,-4.2,95.3,-0.8,-1.2,.
CC12CCC(C(=O)N(CSC(=S)N/N=C\c3ccccc3O)C1=O)C2(C)C (configuration not stated),2.1,59.7,3.2,-19.4,-32.3,.,59.3,-2.3,8.3,.
Cc1ccc(F)cc1NCC(=O)Nc1ccc(Br)cc1,30.8,78.4,-4.2,.,-7.2,-9.2,79.7,-3.5,-10.0,-9.2
Cc1ccc(C)c(NC(=O)C2C3CCCC2C3c2ccccc2)c1 (configuration not stated),7.2,86.2,0.1,.,-1.2,-1.2,96.4,1.1,0.7,.
Cc1occc1-c1nnc(SCC(=O)NCC2CCCO2)n1C (configuration not stated),0.2,108.3,0.2,-19.8,-53.3,-0.5,94.9,2.6,-5.4,-0.5
